High-throughput results deposited in PubChem BioAssay by National Center for Advancing Translational Sciences (NCATS).
AmpC no deterg: qHTS Inhibitors of AmpC Beta-Lactamase (assay without detergent). Potency, µM (titrated, usually from 57.1 µM), for inactives: at the highest dose activity change, negative = inhibition, usual class: inhibitors. AmpC nitrocefin hydrolysis, absorbance 480 nm, 0.0001% Triton. P00811. actives 0.52% (n = 330,000);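 also: potency is read from the fitted curve at half-maximal effect; plate controls were no compound for no effect and no enzyme for full effect; nearly all actives have a fitted effect of over 20% in size; some results filed as inactive show a strong effect at the top dose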
Target sequence (P00811 whole entry, looked up): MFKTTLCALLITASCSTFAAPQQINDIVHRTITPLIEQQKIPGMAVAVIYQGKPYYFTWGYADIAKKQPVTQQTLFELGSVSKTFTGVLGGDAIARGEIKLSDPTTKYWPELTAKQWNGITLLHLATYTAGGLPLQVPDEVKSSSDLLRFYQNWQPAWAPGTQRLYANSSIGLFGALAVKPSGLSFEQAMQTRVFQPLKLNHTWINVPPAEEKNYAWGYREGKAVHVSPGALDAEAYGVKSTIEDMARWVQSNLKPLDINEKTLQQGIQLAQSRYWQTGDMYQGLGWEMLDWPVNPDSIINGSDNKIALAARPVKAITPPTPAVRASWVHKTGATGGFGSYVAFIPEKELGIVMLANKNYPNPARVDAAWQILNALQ
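20 mM phosphate pH 7.0 + 0.01% (detergent screen) or 0.0001% Triton X-100; 5.3 nM AmpC reagent; cpd preinc 15 min RT; nitrocefin (800 uM stock) to start; A480 q20 s × 4 min; Activity was normalised to no-enzyme and no-compound control wells.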
AmpC inh detg: qHTS Inhibitors of AmpC Beta-Lactamase (assay with detergent); AmpC hydrolysis of nitrocefin, absorbance 480 nm, 0.01% Triton; Potency, µM (doses to about 114 µM), inactives show at the top dose activity change, negative = inhibition, hits mostly inhibitors; actives 0.041% (n = 370,000); AID 485294, 2010;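 also: potency is read from the fitted curve at half-maximal effect; 0% = no-compound wells and -100% = no-enzyme wells; nearly all actives have a fitted effect of over 25% in size; some results filed as inactive show a strong effect at the top dose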
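20 mM phosphate pH 7.0 + 0.01% (detergent screen) or 0.0001% Triton X-100; 5.3 nM AmpC reagent; cpd preinc 15 min RT; nitrocefin (800 uM stock) to start; A480 q20 s × 4 min; Activity was normalised to no-enzyme and no-compound control wells.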
AMA1 RON2 block: qHTS for Inhibitors of AMA1-RON; Towards Development of Antimalarial Drug Lead: Primary Screen; actives 0.2% (n = 360,000); AlphaScreen AMA1-biotinylated RON2 peptide binding; Plasmodium falciparum AMA1 (3D7) - RON2 peptide interaction; AID 720542, 2013; Potency, µM (top dose mostly 58.2 µM), inactives show at the highest dose activity change, negative = inhibition, actives largely listed as inhibitors;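 also: potency is read from the fitted curve at half-maximal effect; 0% = vehicle wells and -100% = peptide control; nearly all actives have a fitted effect of over 45% in size; some results filed as inactive show a strong effect at the top dose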
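AMA1 (3D7) with his tag at 25 nM final met compounds first, then biotinylated RON2 peptide at 25 nM; detection used donor plus acceptor beads, 10 µg/mL apiece, read by AlphaScreen after 30 min at room temperature.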
Shiga inhibitor: A qHTS for Small Molecule Inhibitors of Shiga Toxin; Vero cells, Shiga toxin protein synthesis inhibition reporter; actives 9.2% (n = 290,000); inhibition, % at 38.7 µM; in the data active = inhibition mostly above about 28%, no sharp cut-off; inactive = mostly below about 43%; also: 0% is about no effect
Giardia FBPA inh: qHTS Assay for Inhibitors of Fructose-1,6-bisphosphate Aldolase from Giardia Lamblia; Potency, µM (highest dose often 59.6 µM), without a hit: at the highest dose activity, negative = inhibition, usual class: inhibitors; purified Giardia FBPA; actives 0.71% (n = 290,000); AID 2451, 2010; also: potency is read from the fitted curve at half-maximal effect; % is scaled to controls: 0 for no effect and ±100 for the full control effect; nearly all actives have a fitted effect of over 55% in size
Target sequence (A8B2U2 whole entry, looked up): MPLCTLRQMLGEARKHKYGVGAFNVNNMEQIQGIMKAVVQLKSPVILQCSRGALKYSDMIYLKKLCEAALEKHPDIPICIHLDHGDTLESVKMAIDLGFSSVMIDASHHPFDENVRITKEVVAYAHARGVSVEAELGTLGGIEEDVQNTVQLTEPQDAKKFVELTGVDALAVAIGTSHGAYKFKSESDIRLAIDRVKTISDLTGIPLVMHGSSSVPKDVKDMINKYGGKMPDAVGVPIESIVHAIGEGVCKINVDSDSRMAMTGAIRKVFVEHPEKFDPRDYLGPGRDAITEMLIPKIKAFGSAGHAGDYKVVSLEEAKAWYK
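Giardia FBPA (40 nM reagent) was preincubated 10 min at RT with compound (up to 57.5 uM final), then substrate plus GAPDH/TPI/NAD/arsenate coupling system with diaphorase/resazurin was added; resorufin fluorescence (525/598 nm) was read after 20 min.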
HCMV antiviral: qHTS Assay for inhibitors of the human cytomegalovirus (HCMV); HFF cells, HCMV-luciferase reporter, 72 h; stronger effect = lower value; activity change, negative = inhibition, % at 57.5 µM; actives 4.5% (n = 410,000); in the data active = activity change below about -60%; inconclusive = no clear call, values can overlap the other calls; inactive = above about -39%; also: % is scaled to controls: 0 for no effect and ±100 for the full control effect
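Screen run at 2 compound doses on HFFs infected with reporter HCMV, MOI 1 PFU/cell. Luciferase activity from cell lysates at 72 h post infection gave inhibition relative to buffer-only and Salinomycin wells.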
Cycloheximide cs: Cycloheximide Counterscreen for Small Molecule Inhibitors of Shiga Toxin; cell reporter, cycloheximide protein synthesis inhibition counterscreen; max response, %; actives 12% (n = 300,000); AID 2314, 2010; in the data active = max response mostly above about 13%, no sharp cut-off; inactive = mostly below about 14%; also: read at 38.3 µM for the half of the compounds with a filed dose; 0% is about no effect
Starred values were filed as active, the others as inactive; ? = inconclusive; / = not tested or not shown; & = joins results of further samples; [ ] = remark or other dose. Unless noted, calls follow the shape of the dose curve; as a rule, active = well fitted curve in the direction sought with a large enough effect; inconclusive = small, poorly fitted or top-dose-only effect, or another doubt; inactive = no such curve, though single readings can be large; an effect the other way counts as inactive or inconclusive.

SMILES	AmpC no deterg	AmpC inh detg	AMA1 RON2 block	Shiga inhibitor	Giardia FBPA inh	HCMV antiviral	Cycloheximide cs
Cc1cc(N2CCOCC2)nc2ccc(NC(=O)CCC(=O)N3CCN(c4ccccc4)CC3)cc12	159%[activator]	?	-29%	-6	-7%	59	3
COc1ccc(N2CCN(C(=O)CSc3nc4cc(OC)c(OC)cc4cc3C#N)CC2)cc1	32%	-17%	-8%	19	?	56	2
CC(C)NC(=O)C(=O)NCCCN1CCOCC1	-8%	6%	19%	-8	4%	-13	-2
Cc1ccc(C(=O)/C=C/c2cc(Br)cc(Br)c2O)o1	-28%	5%	-25%	-10	5%	-12	2
N#Cc1ccc(C2=NC(C(F)(F)F)(C(F)(F)F)c3c(n(Cc4ccco4)c(=O)[nH]c3=O)N2)cc1	2%	-1%	-9%	-13	4%	-85*	-1
COc1ccc(N2Cc3ccccc3C2=NC(=O)c2cncc(Br)c2)cc1	-9%	?	-2%	71*	-27%	-81*	40*
CCC(=NCCc1ccccc1)C1=C(O)CCC1=O	-5%	-12%	-1%	-14	0%	-5	-3
Cc1c(NC(=O)CCC(=O)N2CCOCC2)c(=O)n(-c2ccccc2)n1C	-19%	-2%	22%	-4	6%	19	-3
CCOc1ccc(NC(=O)CN(C)C(=O)CSCc2cccc(C)c2)cc1OCC	35%	-8%	-1%	/	/	1	/
COc1ccc(OCCNC(=O)c2ccccc2OCC(=O)N2CCCCC2)cc1	1%	-3%	-2%	2	6%	7	-2
O=C(NCCCc1ccccc1)c1c(O)nc2sccn2c1=O	-23%	0%	47%[activator]	/	/	-64*	/
CC(=O)c1ccc(S(=O)(=O)N2CCN(CC#N)CC2)cc1	-11%	-3%	9%	-2	6%	0	-1
Cc1cc2cc(C)c3nnc(SCC(=O)N4CCCc5ccccc54)n3c2cc1C	-18%	-9%	/	10	0%	/	-3
O=C(Oc1ccc(/C=N/NC(=O)c2ccccn2)cc1)c1cccc(Br)c1	-12%	2%	53%[activator]	59*	/	23	28*
CC(=O)c1coc2ccc(OCCN3CCCCC3)cc12	-21%	-9%	-3%	5	-1%	7	-2
COc1ccc(/C=C/C(=O)NCCN2CCOCC2)cc1OC	-7%	0%	6%	2	0%	0	-6
Cc1cc(N2CC(=O)N(CCc3ccccc3)C(=O)C2)n2ncnc2n1	/	-8%	2%	31	4%	17	-3
CC(C)(C)NC(=O)c1ccc(Sc2ccccc2)c([N+](=O)[O-])c1	-18%	4%	-21%	-8	-4%	42	9
Cc1cccc(OCCCC(=O)Nc2ccc(N3CCOCC3)cc2)c1	4%	-1%	-9%	3	-17%	-8	1
C/C(=N\NC(=O)CSc1nc2nc(C)cc(C)n2n1)c1ccccc1	/	-7%	12%	-11	7%	-22	-1
NC(=O)NC(=O)CSc1nnc(-c2ccco2)n1Cc1ccccc1	-8%	5%	0%	-22	5%	16	-6
COc1ccc(C(=O)Nc2ccccc2C(=O)NCC2CCCO2)cc1 (stereo not given)	-19%	-5%	0%	-3	-12%	55	-2
Cc1cc(NC(=O)CSc2nnnn2-c2ccccc2F)no1	-29%	?	15%	4	5%	-25	-2
CC(C)[C@H](NC(=O)Cc1ccccc1)C(=O)OCc1cc(=O)n2c(n1)sc1ccccc12	-22%	0%	-10%	-6	2%	14	0

A draw from above in order of SMILES length, low to high.
SMILES	AmpC no deterg	AmpC inh detg	AMA1 RON2 block	Shiga inhibitor	Giardia FBPA inh	HCMV antiviral	Cycloheximide cs
Cc1cccc(OCCCC(=O)Nc2ccc(N3CCOCC3)cc2)c1	4%	-1%	-9%	3	-17%	-8	1
COc1ccc(C(=O)Nc2ccccc2C(=O)NCC2CCCO2)cc1 (stereo not given)	-19%	-5%	0%	-3	-12%	55	-2
Cc1cc(N2CC(=O)N(CCc3ccccc3)C(=O)C2)n2ncnc2n1	/	-8%	2%	31	4%	17	-3

The list goes on.
SMILES	AmpC no deterg	AmpC inh detg	AMA1 RON2 block	Shiga inhibitor	Giardia FBPA inh	HCMV antiviral	Cycloheximide cs
CCOC(=O)C1=C(CC)Nc2ccccc2N=C1NC(=O)c1cc(S(=O)(=O)N(C)C)ccc1Cl	11%	2%	2%	-2	0%	-21	-3
NC(N)=N/N=C/c1ccc(Cl)c(Cl)c1	-21%	5%	10%	-14	0%	?	1
CC(Sc1ccc(Cl)cc1)C(=O)NCC1CCCO1 (stereo not given)	-14%	?	-3%	-9	5%	-4	-2
CCOC(=O)C1CCN(C(=O)CCc2nnc3ccc(NCc4ccco4)nn23)CC1	46%	-15%	14%	-8	/	-26	-1
CCN1CCCc2cc(CN(CCN3CCOCC3)C(=S)Nc3ccccc3C)ccc21	4%	9%	61%[activator]	-11	-14%	-12	0
Cc1ccc(C)c(NP(=O)(Oc2ccccc2)Oc2ccccc2)c1	-7%	-6%	13%	0	-2%	-23	9
O=C(OCCOc1ccccc1)c1cc(S(=O)(=O)N2CCOCC2)ccc1Cl	-15%	-4%	-5%	/	/	0	/
Fc1ccc(-c2cn3ccccc3n2)cc1	4%	5%	0%	77	-4%	50	34*
CCOC(=O)CN(C)C(=O)CCc1nnc(-c2ccsc2)o1	-43%	-1%	-9%	-7	17%	48	-3
CCc1ccc(CN(C)C(=O)C2CCC(=O)N(CC3CCCCC3)C2)cc1 (stereo not given)	228%[activator]	4%	-13%	11	-15%	20	38*
CC(C)(C)c1ccc(S(=O)(=O)Nc2ccc(Cc3ccncc3)cc2)cc1	-20%	-14%	0%	56	-7%	?	22*
CC(C)OC(=O)c1c(NC(=O)c2cnn3c2NC(c2ccccc2)CC3C(F)F)sc2c1CCCC2 (stereo not given)	?	-5%	/	2	2%	/	-2
Cc1c(C(=O)N/N=C/c2cccnc2)sc(N)c1C#N	-20%	2%	58%[activator]	26	4%	-14	12*
O=C(Nc1nnc(S(=O)(=O)N2CCOCC2)s1)c1ccccc1	-19%	-12%	29%	22	-27%	-31	11*
CN(CC(=O)Nc1ccc(S(=O)(=O)N2CCCC2)cc1)Cc1ccc(Cl)c(Cl)c1	2%	?	-6%	-10	-4%	-30	-1
CCc1nc2ccccc2c(C(=O)OCC(=O)NC2CCCC2)c1C	-9%	/	-3%	/	/	-26	/
CC(C)Cn1c(N)c(C(=O)COC(=O)c2cccc(F)c2)c(=O)n(C)c1=O	-20%[11.4 µM]	?	5%	3	-5%	-20	2
OC(COc1ccccc1)CN1C2=NCCCN2c2ccccc21 (stereo not given)	-11%	0%	6%	-8	-1%	/	0
CN(C(=O)c1ccc(NC(=O)Cc2ccc(NC(=O)C3CCCN(C(=O)CCc4ccccc4)C3)cc2)cc1)C1CC1 (stereo not given)	106%[activator]	-2%	-7%	/	/	-86*	/
Cc1cc(C(=O)NC2CCCc3ccccc32)c(C)o1 (stereo not given)	-17%	1%	-21%	-6	-12%	18	-1
Cc1cc(NC(=O)COC(=O)c2ccc(F)c(S(=O)(=O)N3CCOCC3)c2)no1	-13%	0%	-2%	-2	3%	60	-3
COc1cc(OC)c(S(=O)(=O)Nc2ccc(C(=O)N3CCCC3)cc2)cc1NC(C)=O	-10%	-3%	234%[activator]	-9	8%	49	1
O=C(NCc1cccs1)C(=O)NCC(c1ccco1)N1CCN(c2ccc(F)cc2)CC1 (stereo not given)	-34%	-5%	?	2	-14%	-32	-2
Cc1c(Nc2nc(-c3ccccc3)cs2)c(=O)n(-c2ccccc2)n1C	-17%	-5%	-2%[2.32 µM]	27	1%	-40	12
O=C(NN1CCN(Cc2ccccc2)CC1)c1ccc(N2CCOCC2)c([N+](=O)[O-])c1	43%	7%	10%	26	-8%	-4	-3
COc1ccccc1-c1c(-c2ccc(OCC(=O)NN)cc2O)n[nH]c1C(F)(F)F	12%	4%	50%[activator]	4	2%	-32	-3
Cc1cccc(NC(=O)C2CCN(C(=O)c3ccco3)CC2)c1C	11%	0%	-4%	7	-4%	7	-2
COc1ccc(C(=O)OCCCOC(=O)c2ccc(OC)cc2OC)c(OC)c1	-13%	4%	2%	-15	/	0	-3
COCCCNC(=S)Nc1ccc(CC(=O)O)cc1	-10%	0%	0%	13	-15%	2	4
O=C1N(Cc2cccc(Cl)c2)C[C@@H]2C[C@@H](c3ccc4nonc4c3)N3CCC[C@@]123	45%	10%	-5%	-15	-5%	-13	0
Nc1ccc(OC(=O)Nc2ccc(O)cc2)cc1	-24%	1%	7%	-1	?	-31	-5
CCOC(=O)C1CCN(CCC(=O)Nc2ccccc2Cl)CC1	-6%	9%&-4%	-2%	-3	-8%	-13&39	-2
CSc1nc(N)nc2c1ncn2CC(=O)NCc1ccc2[nH]ccc2c1	-7%	/	-2%	/	/	-25	/
NC(=O)c1cc2ccccc2o/c1=N/NC(=O)c1cccc(F)c1	-4%	9%	54%[activator]	14	3%	19	8
CCOC(=O)c1[nH]c2ccccc2c1NC(=O)c1ccc(S(=O)(=O)N2CCOCC2)cc1	-11%	-10%	-2%	2	3%	46	-3
CCO[C@@H]1OC(C(=O)NCc2ccccc2)=C[C@H](c2coc3ccccc3c2=O)[C@H]1CCCO	152%[activator]	4%	-3%	10	13%	-4	-2
Cc1c(C)c2ccc(OCC(=O)Nc3ccccn3)cc2oc1=O	-13%	0%	21%	62*	/	106	34*
O=C(CSc1nc2ccccc2c(=O)n1Cc1ccc(F)cc1)NCC1CCCO1 (stereo not given)	-7%	/	8%	/	/	-15	/
O=C(NCc1ccccc1)c1cccc(Br)n1	-30%	-9%	-10%	6	4%[89.2 µM]	1	12&-3
CCc1cccc(C)c1NC(=S)N(CCN(C)C)C(C)c1ccco1 (stereo not given)	4%	9%	-7%	-7	1%	?	-3
O=C(O)c1cccnc1Cl	-14%	-2%	-4%	16	11%	7	-3
Cc1ccc(S(=O)(=O)Cc2ccccc2Cl)cc1	-16%	?	11%	-5	-11%	-25	-3
Clc1cc(Br)ccc1OCCOCCN1CCCC1	20%	7%	-27%	11	?	9	-3
COCCCNC(=O)Cc1c(C)c2c(cc(C)c3c(C)c(C)oc32)oc1=O	5%	-6%	-8%	5	10%	-38	-4
NC(=O)c1ccsc1NC(=O)COC(=O)c1cccnc1Cl	-32%	/	15%	/	/	-35	/
N#Cc1ccc(C(=O)OCCc2cc3ccccc3c(=O)o2)cc1	-8%	1%	-4%	/	/	7	/
Cc1ccc(C(=O)N2CC=C(c3ccccc3)CC2)s1	-9%	-6%	0%	/	/	?	/
Cc1ccc(C(=O)CC(=O)c2ccccc2C)c(O)c1	-35%	-2%	66%[activator]	39	-19%	?	20*
Fc1ccc(-c2nc3c(-c4ccc(Cl)cc4)cnn3cc2CCN2CCOCC2)cc1	-6%	4%	5%	-6	7%	?	1
